High-throughput results as filed in PubChem BioAssay.
S100A4 inh HTS – inhibitors of human S100A4 binding to myosin IIA peptide; inhibition, % at 10.7 µM; S100A4/TAMRA-MyoIIA peptide fluorescence polarization; AID 652163; 0.14% of 360,000 active; P26447;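 active = mean inhibition of at least 70% across replicates, with every replicate also reaching that level; inconclusive = mean inhibition reaches 70% but some replicates fall short; inactive = mean inhibition below 70%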
Target sequence (P26447 whole entry, looked up): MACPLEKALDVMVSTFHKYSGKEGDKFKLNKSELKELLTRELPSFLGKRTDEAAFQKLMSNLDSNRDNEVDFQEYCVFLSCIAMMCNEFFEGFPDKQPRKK
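Test system: S100A4 monomer protein; Medium: HEPES pH 7.2 with CaCl2, KCl, NaCl, DTT, Triton; Probe or stimulus: TAMRA-labelled myosin IIA heavy-chain peptide probe, 5 nM; Doses: one dose per compound; Times: polarization read 5 min after assay mix addition, stable 5–60 min; Benchmarks: neutral control DMSO, positive control TFP.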
XiGFP reactiv – activators of X-chromosome reactivation in mouse fibroblasts | XiGFP mouse fibroblasts, % GFP-positive cells imaging, 3 d; cells co-treated with 5-aza-dC sensitizer; scaled so ellipticine positive control = 100% | activation, % at 7.58 µM | 0.055% of 360,000 active | AID 743238;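 active = mean normalized replicate activation at least 10% and every replicate at or above 10%; inconclusive = only one of the two criteria met; inactive = mean below 10% and not all replicates reach 10%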;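 also: 0% = median of on-plate neutral control wells and 100% = ellipticine 6 µM median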
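Assay system: SV40-immortalized XiGFP fibroblast cells, line 68-5-11; buffer or medium: DMEM plus 5-aza-dC sensitizer; compound: one concentration, pinned; timing: compounds 3 days, fix/stain 15 min at room temperature; benchmarks: positive control ellipticine, 6 µM final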
Cneo AK release – causes C. neoformans cell lysis. lysis activity, % at 15 µM. 0.2% of 360,000 active. AID 651654. adenylate kinase release luminescence, 4 h; normalised: neutral wells 0, clomiphene wells 100;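 active = mean lysis activity across replicates of at least 80%, whatever share of replicates individually reach that level; inactive = mean lysis activity below 80%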
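Assay system: log-phase C. neoformans yeast / Quantity: yeast cell density of 5 × 10^6 cells/mL / Medium: fresh YPD growth medium / Compound: single dose / Timing: static 4 h at 37 °C with compound, 1 h detection / Measured by: adenylate kinase release luminescence / Read-out: lysis from increased AK signal / Benchmarks: Clomiphene as positive lysis control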
Statin myotox sup – protects C2C12 myotubes from simvastatin toxicity; ATP luminescence, 48 h; scaled: DMSO 0, geranylgeraniol control 100; rescue of ATP level, % at 7.49 µM; 0.78% of 330,000 active; AID 602340;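 active = mean ATP rescue above about 67%, or every replicate alone reaching that limit, limit read from the data, passing the limit was not always enough; inconclusive = no clear call, values can overlap the other calls; inactive = mean under the limit and some replicate under it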;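 also: myotubes were challenged with 10 µM simvastatin during compound exposure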
PGC1a acetyl inh – modulators of PGC1a acetylation | U2OS PGC1a acetylation, AlphaScreen anti-acetyl-lysine; with virally co-expressed GCN5 acetyltransferase | inhibition, % at 15.6 µM | AID 651687 | 0.17% of 350,000 active;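 active = every replicate shows inhibition of at least 40%; inconclusive = mean inhibition at least 40% but some replicate below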;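 also: 0% = neutral control wells and 100% = positive control wells; some results beyond the cut were filed as inactive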
ERAP1 HTS inh – inhibitors of human ERAP1 aminopeptidase. 0.15% of 340,000 active. recombinant ERAP1, Leu-AMC fluorescence, 60 min. AID 652197. inhibition, % at 10.7 µM. Q9NZ08;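 active = mean replicate inhibition of at least 30%, or all replicates individually reaching that 30% level; inactive = mean below 30% and not every replicate reaching it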;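 also: 0% = neutral control wells and 100% = L-leucinethiol positive control wells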
SIRT5 inh – inhibitors of human sirtuin-5 desuccinylase. inhibition, % at 15 µM. AID 652115. Purified SirT5, succinyl-peptide AMC, trypsin-coupled fluorescence. Q9NXA8. 1.1% of 330,000 active; in the data active = inhibition above about 15%; inconclusive = no clear call, values can overlap the other calls
Target sequence (Q9NXA8 whole entry, looked up): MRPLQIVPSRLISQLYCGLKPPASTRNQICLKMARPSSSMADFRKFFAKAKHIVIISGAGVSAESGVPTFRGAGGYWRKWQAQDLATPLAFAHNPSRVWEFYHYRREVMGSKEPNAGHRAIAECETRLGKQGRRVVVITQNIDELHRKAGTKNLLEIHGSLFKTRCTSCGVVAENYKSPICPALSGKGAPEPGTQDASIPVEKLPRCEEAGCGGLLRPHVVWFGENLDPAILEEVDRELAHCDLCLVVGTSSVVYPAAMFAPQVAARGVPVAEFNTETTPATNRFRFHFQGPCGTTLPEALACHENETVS
LGR2 inh – blocks bursicon-induced cAMP signaling via Drosophila LGR2; 0.35% of 380,000 active; inhibition, % at 9.99 µM; HEK293 LGR2, CRE-luciferase, bursicon-stimulated, 4 h;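 active = drop in luminescence signal, shown as inhibition above about 50% in the replicate tests, limit read from the data, passing the limit was not always enough; inconclusive = probably only some replicates passing the limit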;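 also: agonist challenge used bursicon conditioned medium at about half maximal strength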
Starred values were filed as active, the others as inactive; ? = inconclusive; / = not tested or not shown; & = joins results of further samples. Some of the compounds tested. The share of hits here may be higher or lower than overall.

nr	mol	S100A4 inh HTS	SIRT5 inh	LGR2 inh	Cneo AK release	Statin myotox sup	XiGFP reactiv	ERAP1 HTS inh	PGC1a acetyl inh
1	CC[C@]12c3[nH]c4cc(CCC(=O)N(C)C)ccc4c3CCN1C(=O)[C@@H](CC(=O)NCCCN(C)C)C[C@@H]2C(=O)N1CCN(C(=O)C2CC2)CC1	-2	-7	-32	0	1	-0.2	-2	14
2	O=C(C[C@H]1C[C@H]2c3cc(NC(=O)C4CCOCC4)ccc3O[C@H]2[C@H](CO)O1)NCc1cc(F)ccc1F	-9	-4	11	64	2	0.0	2	-7
3	COc1ccccc1N1CCN(C2CCN(C(=O)COc3ccccc3)CC2)CC1	1	-1	11	0	4	0.0	-1	-5
4	COc1cccc(C(=O)Cn2c(NCCO)nc3ccccc32)c1	-5	-4	-5	3	13	/	4	/
5	C/C=C/c1ccc([C@H]2[C@@H](CNC(C)=O)N(C(=O)Cc3cccnc3)[C@H]2CO)cc1	/	/	0	0	9	0.3	/	11
6	C[C@@H]1CN([C@H](C)CO)C(=O)Cc2cc(NC(=O)Nc3ccc4c(c3)OCO4)ccc2O[C@H]1CN(C)Cc1ccccc1	-3	3	-9	-7	21	0.0	-1	3
7	COC(=O)N1C[C@@H]2Oc3nccnc3O[C@@H]2C[C@@H]1c1ccccc1Br	-3	2	10	/	/	-0.1	1	/
8	O=C(c1cccnc1)N1CCN(C/C=C/c2ccccc2)CC1	1	-2	-7	/	/	0.2	3	20
9	COc1ccc(NC(=O)Nc2ccc3c(c2)CC(=O)N([C@H](C)CO)C[C@@H](C)[C@H](CN(C)S(C)(=O)=O)O3)cc1	-11	-2	2	-2	-11	0.3	-1	5
10	O=C(Nc1c2c(nn1-c1ccccc1)CS(=O)C2)c1ccc2c(c1)OCO2 (stereo unspecified)	-1	1	7	2	0	0.1	-2	/
11	CCc1nnc(SCC(=O)N2CCCC(N3CCN(c4ccccc4C)CC3)C2)o1 (stereo unspecified)	0	6	7	0	/	-0.1	1	2
12	Cc1ccc(NS(=O)(=O)c2ccc(-c3ccc(=O)[nH]n3)o2)c(C)c1	7	-2	5	/	-8	-0.1	2	-2
13	CCC(=O)N1CC2(CN(C(=O)CN3CCOCC3)C2)c2c([nH]c3cc(OC)ccc23)[C@H]1CO	-21	8	-14	/	/	0.3	5	/
14	CC(=O)N1CCOc2ccc(S(=O)(=O)N3CCCCC3)cc21	-7	-1	-11	-1	7	0.0	1	-9
15	O=C(c1cccnc1)N1CC(=O)N2[C@H](C1)[C@@H](c1ccc(-c3cccnc3)cc1)[C@@H]2CO	3	-2	-1	/	/	0.1	2	1
16	Cc1ccc(N(Cc2ccccc2F)S(C)(=O)=O)cc1C	-3	-5	-28	0	38	/	-4	-5
17	CCOC(=O)N1CC=C2C(C#N)=C(N)C(C#N)(C#N)[C@H](c3ccsc3)[C@H]2C1	/	/	27	1	51	/	/	6
18	N#Cc1c(-c2ccccc2Cl)noc1/C=C/Nc1ccc(C(=O)O)cc1	18	-2	-3	/	/	0.5	-4	/
19	CCc1nc2ccc(C(=O)NCc3ccc(OC)cc3)cn2c1N(C)C(=O)Cc1ccccc1	-1	0	23	-1	10	0.0	1	1
20	CCCNC(=O)[C@@H]1[C@@H](CO)[C@@H]2Cn3c(ccc(-c4ccccc4)c3=O)[C@H]1N2C(=O)C1CC1	7	-35	-1	4	-6	0.3	0	/
21	CN(C)c1ccc(S(=O)(=O)NCC(=O)NCCC2=CCCCC2)cc1[N+](=O)[O-]	3	1	-5	0	3	-0.2	0	-9
22	C[C@@H]1CN([C@@H](C)CO)C(=O)c2cc(NC(=O)CCC(F)(F)F)ccc2O[C@@H](C)CCCCO[C@@H]1CN(C)S(=O)(=O)c1cn(C)cn1	-7	-3	-29	-1	33	0.1	-3	/
23	CN(C)CCNS(=O)(=O)c1ccc2c3c(cccc13)C(=O)N2	-3	-22	3	-4	1	0.0	11	1
24	CC1NC2(C(=O)N(Cc3ccccc3)c3ccccc32)C2C(=O)N(c3ccccc3)C(=O)C12 (stereo unspecified)	86*	-5	18	1	11	0.0	3	-2
25	CN1CCN(CC(=O)c2ccccc2F)CC1	0	0	-10	0	-2	0.1	4	4
26	C/C=C/c1cnc2c(c1)C(=O)N([C@H](C)CO)C[C@@H](C)[C@H](CN(C)C(=O)c1cccnc1)O2	-4	-4	0	-1	-9	-0.1	-5	-9
27	O=S1(=O)NC(=NCCc2ccccn2)c2ccccc21	-4	-4	-31	/	/	0.1	5	0
28	COc1ccccc1S(=O)(=O)N[C@@H]1CC[C@@H](CCn2cc(C3CC3)nn2)O[C@@H]1CO	-10&-4	0&3	-4&9	-8	2	-0.8&0.0	-2&2	3
29	O=C(Cc1ccccc1)N[C@@H]1CC[C@@H](CC(=O)N2CCCCC2)O[C@@H]1CO	32	7	-15	-2	7	-0.3	-1	1
30	COc1ccc(Nc2cc(C)nc(N3CCN(C(=O)c4ccc5c(c4)OCO5)CC3)n2)cc1	-5	-2	6	3	-9	0.0	1	/

Some values from the list.
compound 15 in LGR2 inh reads -1
compound 18 in ERAP1 HTS inh reads -4
compound 27 in ERAP1 HTS inh reads 5

Going on with the list.
nr	mol	S100A4 inh HTS	SIRT5 inh	LGR2 inh	Cneo AK release	Statin myotox sup	XiGFP reactiv	ERAP1 HTS inh	PGC1a acetyl inh
31	C[C@@H]1CN([C@H](C)CO)C(=O)c2cc(NC(=O)Nc3ccc(F)cc3)ccc2O[C@@H](C)CCCCO[C@H]1CN(C)C(=O)NC1CCCCC1	-2	1	1	2	/	-0.1	-1	0
32	O=S(=O)(c1ccccc1)N1CCCCN2[C@H](CO)[C@H](c3ccc(C#Cc4cccnc4)cc3)[C@@H]2C1	-4	4	25	-1	-48	0.3	0	19
33	C[C@@H]1CN([C@@H](C)CO)C(=O)c2cc(NC(=O)Cn3cnnn3)ccc2O[C@H]1CN(C)C(=O)Nc1ccc(C(F)(F)F)cc1	-7	0	-11	-1	-8	0.2	0	0
34	NS(=O)(=O)c1ccc(CNC(=O)/C=C/c2ccco2)cc1	5	1	-8	0	14	0.0	2	14
35	Cc1ccc(NC(=S)N2CCCCC2)cc1C	-5	-1	/	/	-5	0.1	0	12
36	NC(=O)c1ccccc1OCC(=O)c1ccc(Cl)cc1	4	0	-9	/	/	0.4	4	/
37	CCOC(=O)C1(CCOc2ccccc2)CCN(Cc2ccc3c(c2)OCCO3)CC1	1	-2	23	/	/	0.0	1	-1
38	COc1ccc(CCNCC(=O)Nc2ccc(OC(F)(F)F)cc2)cc1OC	-2	/	-1	1	1	0.0	2	-2
39	O=C1Nc2ccccc2C1(O)c1ccccc1 (stereo unspecified)	-3	-1	9	2	-2	0.1	-1	/
40	CCc1cnc(N2[C@H](CO)[C@@H](c3ccccc3)[C@@H]2C#N)s1	2	10	-14	0	1	-0.1	-1	4
41	O=C(Nc1ccc(-c2ccccc2)cc1)[C@H]1[C@H](CO)[C@H]2Cn3c(cccc3=O)[C@@H]1N2Cc1cccnc1	10	5	2	-16	10	0.0	-1	/
42	Cc1ccc(-c2ccc([C@H]3[C@H](CO)N4C(=O)CN(C(=O)NC(C)C)C[C@@H]34)cc2)cc1	-33	-2	-11	/	/	0.1	-4	-7
43	C[C@@H]1CN([C@@H](C)CO)C(=O)c2cc(-c3ccc(C#N)cc3)cnc2O[C@@H]1CN(C)C(=O)CN(C)C	5	0	-2	42	-4	-0.2	-3	23
44	OCCN(CC(O)COc1ccccc1)CC(O)Cn1ccc2ccccc21 (stereo unspecified)	-3	-1	2	-4	17	0.1	1	9
45	COc1ccc(OC)c(NC(=O)CCNS(=O)(=O)c2ccc3c(c2)CC(C)N3C(C)=O)c1 (stereo unspecified)	-2	/	-6	2	3	-0.1	-2	0
46	O=C1CC(c2ccco2)Sc2ccccc2N1 (stereo unspecified)	-1	-2	-25	3	8	0.2	0	0
47	CCc1ccccc1NC(=O)CNC(=O)CCNC(=O)Nc1ccccc1	-1	-3	3	-2	4	0.0	-1	/
48	CN(C(=O)CSc1ncnc2sc3c(c12)CCC3)C1CCS(=O)(=O)C1 (stereo unspecified)	-7	5	6	2	15	0.0	-9	/
49	COc1ccc(S(=O)(=O)Nc2ccc3c(c2)C(=O)N([C@H](C)CO)C[C@H](C)[C@@H](CN(C)Cc2ccc(Cl)c(Cl)c2)OCCCC[C@H](C)O3)cc1	/	/	-3	0	?	-0.1	/	16
50	O=C(c1ccc(S(=O)(=O)N2CCOCC2)cc1)N1CCOCC1	-1	-9	-4	-1	1	0.0	18	-5

An excerpt from above in order of count of non-hydrogen atoms, smallest number first.
nr	mol	S100A4 inh HTS	SIRT5 inh	LGR2 inh	Cneo AK release	Statin myotox sup	XiGFP reactiv	ERAP1 HTS inh	PGC1a acetyl inh
50	O=C(c1ccc(S(=O)(=O)N2CCOCC2)cc1)N1CCOCC1	-1	-9	-4	-1	1	0.0	18	-5
47	CCc1ccccc1NC(=O)CNC(=O)CCNC(=O)Nc1ccccc1	-1	-3	3	-2	4	0.0	-1	/
44	OCCN(CC(O)COc1ccccc1)CC(O)Cn1ccc2ccccc21 (stereo unspecified)	-3	-1	2	-4	17	0.1	1	9

(next part)
nr	mol	S100A4 inh HTS	SIRT5 inh	LGR2 inh	Cneo AK release	Statin myotox sup	XiGFP reactiv	ERAP1 HTS inh	PGC1a acetyl inh
51	O=C(c1cc([N+](=O)[O-])cc([N+](=O)[O-])c1)N1CCN(Cc2ccc3c(c2)OCO3)CC1	-2	-2	12	/	/	0.3	7	16
52	COc1cccc(CNC(=O)[C@@H]2[C@@H](CO)[C@@H]3Cn4c(cccc4=O)[C@H]2N3C(=O)C2CCCC2)c1	6	-2	-9	/	/	0.0	1	/
53	CC(C)N(Cc1ccccc1)C(=O)CN1C(=O)NC2(CCOc3ccccc32)C1=O (stereo unspecified)	-2	-4	9	1	2	0.1	0	/
54	Cc1cccc(C)c1NC(=O)C(NC=O)c1ccc(N(C)C)cc1 (stereo unspecified)	/	/	1	11	8	/	/	2
55	CCCCCOc1ccc(NC(=O)c2cc(SC)ccc2Cl)cc1	/	/	17	3	/	0.0	/	0
56	COc1ccc(C(CNC(=O)Cc2ccc(-c3ccccc3)cc2)N(C)C)cc1 (stereo unspecified)	-6	1	2	1	-16	0.0	-1	/
57	O=C(NN1C(=O)c2ccccc2NC1c1ccco1)c1ccc([N+](=O)[O-])cc1 (stereo unspecified)	-3	1	-1	/	/	0.5	-1	8
58	Cc1ccc(C(=O)NC(=S)Nc2ccc(N3CCOCC3)cc2)cc1C	0	2	3	/	/	0.0	0	/
59	N#C[C@@H]1[C@H](c2ccccc2C2=CCCCC2)[C@H](CO)N1C(=O)NC1CCCCC1	-5	10	14	/	/	0.0	-5	-3
60	COc1ccc(/C=C(\NC(=O)c2cccs2)C(=O)Nc2ccccc2C)cc1OC	/	/	-18	0	9	0.1	/	/
61	CC(C)Cn1c(SCC(=O)NCc2ccco2)nnc1-c1ccncc1	-2	-3	10	/	/	0.0	0	/
62	COc1ccc(-c2nc3ccccc3c(=O)n2NC(=O)Cc2ccccc2)cc1	-6	2	13	3	/	0.0	-1	-1
